# CHO-K1 Ca ag = counter-screen for M1 agonists: effect in parental CHO-K1 cells. AID 602248, 2012. activation, % at 3 µM. 360,000 compounds, 0.48% hits. Fluo-8 calcium fluorescence; scaled to maximal ATP response, vehicle zero; in the data active means activation above about 15%;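 further: untransfected CHO-K1 host cells lacking M1 receptor as counterscreen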
# OXTR potentiate = human OXTR potentiators, primary screen, fluorescence, CHO-OTR cells, Fluo-8 calcium; Fluo-8 calcium fluorescence, potentiator mode; 0% = oxytocin EC15, 100% = EC100; Oxytocin receptor (Homo sapiens), P30559; 320,000 compounds, 0.061% hits; activation, % at 3 µM;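 active means activation above that plate's cutoff, the mean activation of tested compounds plus 3 SD, cut at about 6.6% in these data, passing the limit was not always enough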;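 further: 100% uses oxytocin at 75 nM as the full agonist control; some results filed as inactive read as strong as hits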
# Target sequence (P30559 whole entry, looked up): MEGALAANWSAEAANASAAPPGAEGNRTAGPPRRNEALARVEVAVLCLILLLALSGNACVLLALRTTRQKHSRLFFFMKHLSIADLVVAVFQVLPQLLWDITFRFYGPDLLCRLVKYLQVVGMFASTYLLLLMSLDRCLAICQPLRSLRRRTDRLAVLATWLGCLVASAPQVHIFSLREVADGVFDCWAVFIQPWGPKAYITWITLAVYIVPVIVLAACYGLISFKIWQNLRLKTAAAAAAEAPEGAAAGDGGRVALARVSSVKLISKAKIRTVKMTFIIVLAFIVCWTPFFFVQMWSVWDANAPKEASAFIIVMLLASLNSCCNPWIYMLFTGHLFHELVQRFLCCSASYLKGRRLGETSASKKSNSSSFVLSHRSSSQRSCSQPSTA
#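 Dosing: Single dose, 3.0 µM nominal final compound concentration | Material: Human OTR in CHO cells | Technique: Kinetic Fluo-8 calcium fluorescence | Benchmarks: EC15 oxytocin alone as 0%, 75 nM oxytocin as 100% | Probe or stimulus: Oxytocin at about EC15, sub-maximal agonist stimulus | Incubation: Compound 6 min at room temperature before oxytocin, 100 s read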
# TAAR1 antagonist = human TAAR1 antagonists, primary screen, Fluo-8 calcium fluorescence, CHO RD-HGA16 cells. Trace amine-associated receptor 1 (Homo sapiens), Q96RJ0. antagonist. inhibition, % at 3 µM. 360,000 compounds, 1.5% hits;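 active means inhibition above a per-plate cutoff, the mean inhibition of test compounds on that plate plus 3 SD, cut at about 49% in these data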;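 further: 0% = DMSO plus EC80 beta-PEA response and 100% = DMSO alone without agonist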
# Target sequence (Q96RJ0 whole entry, looked up): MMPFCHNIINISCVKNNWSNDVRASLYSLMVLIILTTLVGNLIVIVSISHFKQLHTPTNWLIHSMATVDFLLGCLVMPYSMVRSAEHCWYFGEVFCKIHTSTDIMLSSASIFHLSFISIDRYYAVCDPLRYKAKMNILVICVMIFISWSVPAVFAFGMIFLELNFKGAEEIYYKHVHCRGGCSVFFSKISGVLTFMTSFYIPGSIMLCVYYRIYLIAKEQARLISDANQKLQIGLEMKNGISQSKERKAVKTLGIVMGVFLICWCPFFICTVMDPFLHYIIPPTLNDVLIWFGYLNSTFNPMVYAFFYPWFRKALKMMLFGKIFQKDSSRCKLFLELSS
#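 Test system – hTAAR1-expressing CHO RD-HGA16 cells, Gα16-coupled · Also added – β-PEA at EC80 concentration, post-compound challenge · Compound – 3 µM, single point · Incubation – dye loading 75 min at 37 °C, then 30 min room temperature · Measured by – Fluo-8 intracellular calcium dye fluorescence, real-time kinetic reads · Benchmarks – vehicle and agonist controls · Replicates – singlicate, one well per test compound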
# TAAR1 ag = human TAAR1 agonists, primary screen, Fluo-8 calcium fluorescence, CHO RD-HGA16 cells; AID 624467, 2012; 360,000 compounds, 0.99% hits; Trace amine-associated receptor 1 (Homo sapiens), Q96RJ0; vehicle wells 0%, saturating PEA agonist 100%; activation, % at 3 µM;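 active means activation above the mean activation of all test compounds in the run plus 3 SD, cut at about 38% in these data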
#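 Test system: RD-HGA16 (CHO) cells co-expressing Gα16 and hTAAR1 | Doses: Single dose, 3 µM | Schedule: 17-24 h seeding, 75 min 37 °C dye, 30 min RT | Evaluation: % activation from peak over basal fluorescence ratio, DMSO-to-PEA scaled | Technique: Kinetic Fluo-8 calcium fluorescence | Benchmarks: Low control DMSO, high control PEA (EC100)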
# CHO parental Ca = ATP-evoked calcium signal inhibitors, parental CHO, primary screen, counter-screen for OX1R antagonist project, cell-based, fluorescence, Fluo-8 calcium dye; parental CHO-K1, ATP-induced calcium, Fluo-8 fluorescence; inhibition, % at 5.6 µM; 330,000 compounds, 0.63% hits; AID 463079, 2010;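 active means inhibition above that plate's mean sample inhibition plus 3 SD, cut at about 26% in these data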;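 further: 0% = ATP-challenged DMSO wells and 100% = DMSO wells without ATP; some compounds past the cut are filed as inactive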
#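 Assay system: untransfected parental CHO cell line. Also added: ATP agonist challenge. Dosing: one dose, 5.6 µM nominal. Measured by: Fluo-8 fluorescence. Read-out: % inhibition. Benchmarks: ATP wells versus no-ATP DMSO wells. Repeats: no replicates.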
# V1aR counter = agonists of human V1a receptor, primary screen, counter-screen for OXTR agonist project, fluorescence, CHO-V1R cells. Vasopressin V1a receptor (Homo sapiens), P37288. Fluo-8 calcium fluorescence, agonist mode; 0% DMSO, 100% 3 nM vasopressin. activation, % at 3 µM. 320,000 compounds, 0.25% hits;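 active means activation above the mean activation of all tested compounds plus 3 SD, per screening run, cut at about 20% in these data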;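 further: signal is peak over basal fluorescence ratio across a 100 second FLIPR read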
# M1 ag = human M1 muscarinic receptor agonists, primary screen, Fluo-8 calcium fluorescence, CHO-K1 cells, HTS | Muscarinic acetylcholine receptor M1 (Homo sapiens), P11229 | CHO-K1 hM1, agonist mode; 0% DMSO, 100% acetylcholine EC100 | activation, % at 3 µM | 360,000 compounds, 0.33% hits;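 active means activation above the run's mean compound activation plus 3 SD, cut at about 16% in these data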;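 further: peak over basal fluorescence ratio within a 140 s kinetic read after compound addition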
# M1 PAM parental = nonselective calcium activators in parental CHO-K1 cells, primary screen, counter-screen for M1 PAM project, cell-based, Fluo-8 calcium fluorescence, full deck, 1536-well | AID 602247, 2012 | 360,000 compounds, 0.02% hits | activation, % at 3 µM | ATP EC20; 0% at ATP EC20, 100% at ATP max;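 active means activation above the run cutoff, the mean activation of all test compounds plus 3 SD, cut at about 40% in these data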;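 further: peak over basal fluorescence ratio in a 140 s read after ATP addition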
# CHO-K1 Ca antag = nonselective inhibitor or artifact in parental CHO-K1 cells; ATP-induced calcium, Fluo-8 fluorescence; inhibition, % at 3 µM; 360,000 compounds, 0.6% hits;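 active means inhibition above a per-plate cutoff, the plate's mean sample inhibition plus 3 SD, cut at about 24% in these data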;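 further: 0% = DMSO plus EC80 ATP and 100% = DMSO alone without ATP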
# Starred values were filed as active, the others as inactive; . = no result given.
# Start of the data: the first three records (preview)
SMILES,CHO-K1 Ca ag,OXTR potentiate,TAAR1 antagonist,TAAR1 ag,CHO parental Ca,V1aR counter,M1 ag,M1 PAM parental,CHO-K1 Ca antag
O=C1c2cccnc2C(=O)N1Cc1ccc2c(c1)OCO2,0.2,-1,13,3,2,0.8,5,-14,13
Cc1ccc(OCC(=O)NCc2cccs2)c([N+](=O)[O-])n1,-0.1,0,7,9,0,0.8,-5,-7,7
Cn1cnc([N+](=O)[O-])c1S(=O)(=O)c1cccc(Cl)c1,1.0,-8,14,0,12,0.5,-6,6,-2

# The whole of this part, previewed entries included:
SMILES,CHO-K1 Ca ag,OXTR potentiate,TAAR1 antagonist,TAAR1 ag,CHO parental Ca,V1aR counter,M1 ag,M1 PAM parental,CHO-K1 Ca antag
O=C1c2cccnc2C(=O)N1Cc1ccc2c(c1)OCO2,0.2,-1,13,3,2,0.8,5,-14,13
Cc1ccc(OCC(=O)NCc2cccs2)c([N+](=O)[O-])n1,-0.1,0,7,9,0,0.8,-5,-7,7
Cn1cnc([N+](=O)[O-])c1S(=O)(=O)c1cccc(Cl)c1,1.0,-8,14,0,12,0.5,-6,6,-2
NNC(=S)Nc1cccc(-c2n[nH]c(=S)o2)c1,-0.5,-6,-7,8,-7,-0.2,2,-28,17
Oc1c(C=Nc2cccc3cccnc23)sc2ccccc12,.,-25,94*,130*,49*,65*,.,.,.
COc1ccc(NC(=O)CN(C)C(=O)c2ccc(COc3ccccc3)o2)cc1,0.6,-4,-58,1,-9,0.8,-1,7,-2
COC(=O)c1ccc(Cl)c(-c2ccc(/C=N/NC(=O)Nc3ccccc3)o2)c1,0.2,-8,-2,-1,-17,-0.9,-4,8,-8
Cc1cc(=O)oc2cc(OCC(=O)OC(C)C(=O)NC3CCCC3)ccc12 (stereo unspecified),0.8,-5,-3,1,-8,1.1,-2,-7,4
CCOC(=O)C1C(=O)CC(C)(O)C(C(=O)OCC)C1c1ccc(N(CC)CC)cc1 (stereo unspecified),0.5,-3,9,5,-28,-0.7,-4,9,-1
O=C(Nc1ccc(Cl)cc1)NN1CCCCCC1,1.3,.,5,4,.,.,-4,21,-19
Cc1cc(C(=O)NN)c(C)o1,1.8,-14,1,4,0,-0.3,2,22,-14
CC1CCCCN1CCNC(=O)c1cc2c(=O)n(C)c3ccccc3c2n1C (stereo unspecified),0.3,-6,-13,3,-3,1.3,-10,3,14
CC(/C=C1\SC(=S)N(CCC(=O)Nc2nc(C)cs2)C1=O)=C\c1ccccc1,1.1,-1,-11,0,-14,0.8,-2,16,-12
COc1ccc(S(=O)(=O)Nc2cc([N+](=O)[O-])ccc2OC)cc1,11,-14,10,1,-6,1.6,-6,21,-2
Cc1nc(-c2cccnc2)sc1C(=O)Nc1ccc(Cl)cc1,2.7,-4,21,9,-13,0.0,-2,-5,-3
O=C(NC(=S)N1CCCC1)c1ccccc1F,-0.1,5,-16,3,-5,-0.2,-2,8,-5
Cc1ccc(S(=O)(=O)NCC(=O)N/N=C/c2ccc(Cl)cc2)cc1,1.9,8,-6,22,-18,22*,-5,11,-3
CC(C)NC(=O)c1ccc(-n2nc(C(F)(F)F)c3c2CCCC3)cc1,1.4,-2,-2,4,-4,3.7,-8,16,-4
CCOC(=O)c1cc(NC(=O)N2CCOCC2)c(C)nc1C,-0.4,-8,-3,12,11,0.2,-1,1,-9
COc1cc(Cl)ccc1OC1(C)CCN(Cc2c(F)cccc2F)C1 (stereo unspecified),0.0,.,-10,-1,.,.,-8,17,-4
CC(NC(=O)COC(=O)CCC(=O)c1ccc(F)cc1)c1ccccc1 (stereo unspecified),0.0,-4,17,2,-1,0.6,3,-15,-5
COc1ccccc1C(=O)NCCN=C1NS(=O)(=O)c2ccccc21,1.0,-2,-15,3,-3,1.5,-1,-3,-8
COc1ccc(CCCNC(=O)C2Cc3c(-c4cccc(C(C)=O)c4)ccnc3O2)cc1 (stereo unspecified),1.7,.,-20,-1,.,.,10,-8,-9
COCCn1c(SCC(=O)NCC2CCCO2)nc2c([nH]c3ccccc32)c1=O (stereo unspecified),0.4,1,5,1,-6,-0.7,-3,3,-4
CCCCCC(=O)Nc1cc(N(C)C)nc2ccccc12,0.6,1,4,9,-21,-0.9,-5,7,0
CCOC(=O)C1CCCN(C(=O)c2cc(Nc3ccc(OC)cc3)nc3ccccc23)C1 (stereo unspecified),3.9,-13,49*,12,-28,3.0,-1,5,-13
CC(C)(OC(=O)c1ccc(F)cc1)c1cc2ccccc2c(=O)o1,-0.9,-2,15,15,-17,-1.0,-5,-14,-8
Cc1ccc(C2=NS(=O)(=O)N(C)C(C(=O)N(C)C3CCCCC3)=C2)cc1,1.8,-9,-14,-3,-6,-1.0,-2,4,1
CCOc1ccccc1-n1c(SCC(=O)NC2CCCC2)nnc1-c1ccoc1C,1.9,6,5,3,-15,-1.4,-5,3,-5
CCC(=O)Nc1ccc(NC(=O)CSc2nnc(-c3ccco3)n2CC)cc1,0.1,2,-8,3,-3,0.5,0,8,-3
CCCCOc1ccc(/C=N/NC(=O)c2nnn(-c3nonc3N)c2CN2CCCCCC2)cc1,0.4,-7,-7,0,-18,-0.9,-3,6,-12
CCCNC(=O)C1(C)CCCN(C(=O)Cc2cccc(OC)c2)C1 (stereo unspecified),0.1,.,-19,4,.,.,-4,-8,-5
CC(C)(C)NC(=O)C(c1ccc(F)cc1)N(Cc1ccco1)C(=O)c1csnn1 (stereo unspecified),-0.2,-8,-2,3,-13,0.1,-2,-5,-2
Cc1cc(C(=O)N2CCCC(N3CCN(c4ccccc4C)CC3)C2)no1 (stereo unspecified),-0.2,.,0,-1,.,.,-6,8,-3
CCC1Oc2ccccc2N(CC(=O)NCCCN2CCN(c3ccc(OC)cc3)CC2)C1=O (stereo unspecified),3.3,1,-21,2,-34,1.4,-3,24,-13
CCCCN(Cc1nc2ccccc2c(=O)[nH]1)C(=O)c1nn(C)c(=O)c2ccccc12,-0.2,.,15,6,.,.,-1,-21,15
CCc1nccn1S(=O)(=O)c1cc(OC)c(Cl)cc1OC,0.3,1,-11,-1,-8,-0.7,-4,10,-4
COc1cc(C2CC(=O)N(CC(=O)NCc3ccco3)c3ccccc3S2)cc(OC)c1OC (stereo unspecified),3.5,-10,12,4,-14,0.6,-3,18,-6
CSc1ccc(CCNC(=O)C2CCN(c3nnc(-n4cccc4)s3)CC2)cc1,0.3,-1,-12,-1,-19,0.9,-4,6,3
N=C1S/C(=C\c2cccc3ccccc23)C(=O)N1c1ccc(F)cc1,0.0,-10,15,0,-9,0.8,-4,1,10
CCCCCSc1nc2c(c(=O)[nH]c(=O)n2C)n1CC,3.3,-6,-47,-3,-10,-1.6,-7,15,13
N#CC1(NC(=O)COc2cc(F)ccc2[N+](=O)[O-])CCCCC1,1.5,-13,-12,2,0,6.4,-6,-12,-4
Cc1ccc(NC(=S)N2CCC(NC(=O)c3ccc(F)cc3)CC2)cc1,0.3,1,-8,2,-23,4.7,-1,-4,-11
O=C(CN(c1ccccc1F)S(=O)(=O)c1ccccc1)Nc1ccccc1C(=O)N1CCOCC1,2.8,-12,10,9,-19,1.3,-5,14,6
COc1ccc(/C=C(\CC(=O)O)c2nc3ccccc3o2)cc1,1.1,-13,18,3,-17,0.6,0,6,1
CCc1nc2c(cnn2-c2ccc(Cl)cc2)c(=O)n1-c1ccc(OC)cc1,0.5,-6,-12,17,-7,0.4,-2,4,-2
CCN(Cc1ccccc1)C(=O)CN1C(=O)COc2ccc(S(=O)(=O)N3CCCCCC3)cc21,2.3,-16,17,2,-14,-2.1,-2,9,-2
O=C(N/N=C\c1ccc(OC(=O)c2ccco2)cc1)c1ccc(Cl)cc1,2.8,-7,4,7,-17,0.4,-1,27,-21
Cc1ccc(C(C)NC(=O)COC(=O)C2=COCCO2)cc1C (stereo unspecified),-0.3,-1,-7,-1,-19,0.4,-3,-3,-14
C=CCn1c(CSc2nc3ccccc3s2)nnc1SCC(=O)NCCN1CCOCC1,0.5,1,6,16,-13,-0.7,-5,19,-8
CCNc1nc(OC)nc(SCC(=O)Nc2ccccc2)n1,2.8,0,-12,1,7,0.8,-2,30,-11
CCCCN(CC)CCCNC(=O)c1cc2c(=O)n(CC)c3ccccc3c2s1,0.0,-13,0,-1,-22,0.1,-10,4,-3
CCOc1ccccc1NC(=O)Cn1nnc(C(=O)Nc2ccccc2Cl)c1N,0.1,.,8,6,.,.,-1,7,0
CC(C)CC(=O)NN(C)c1nc(-c2ccccc2)nnc1C(F)(F)F,0.6,1,10,1,2,0.9,-6,17,-2
Cc1cc(C)cc(N(CCC(=O)O)S(=O)(=O)c2ccc3ccccc3c2)c1,0.1,-6,-2,2,-13,-0.1,-5,18,-5
COc1ccccc1C1C(C#N)=C(N)N(N(C)C)C2=C1C(=O)CC(C)(C)C2 (stereo unspecified),-0.2,-11,-9,0,-11,4.5,-3,9,-13
CCC(C)[C@H](NC(=O)Nc1ccc(C)cc1C)C(=O)O (stereo partly specified),0.8,-4,-7,4,-1,-0.1,-2,5,-14
Cc1cccnc1C(NC(=O)C1CCN(Cc2ccc3ccccc3n2)CC1)c1ccc(Cl)cc1 (stereo unspecified),0.6,.,-9,4,.,.,-8,-7,1
CCOC(=O)C1=C(CS(=O)(=O)c2ccc(C)cc2)NC(=O)NC1c1cc(OC)c(OC)c(OC)c1 (stereo unspecified),0.3,-3,-8,-2,-9,4.5,-1,5,-17
COc1nc(N(c2ccccc2)c2ccccc2)nc(-n2ccnc2)n1,6.2,-11,47,13,11,0.7,2,3,18
O=C(NNc1nc2ccccc2s1)C1CC1,0.8,-5,-4,1,-1,0.3,-1,5,-24

# Compound activity from PubChem BioAssay.
